Screening results from PubChem.
Rv3671c inh: Rv3671c serine protease inhibitors, primary screen, biochemical, fluorescence polarization, M. tuberculosis H37Rv; inhibition, % at 5.96 µM; 320,000 tested, 0.048% active; in the data active = inhibition above about 38%;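 note: extracellular domain of Rv3671c used as enzyme; 0% = enzyme with DMSO and 100% = no enzyme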
Target sequence (P9WHR9 whole entry, looked up, the tested form may be a part): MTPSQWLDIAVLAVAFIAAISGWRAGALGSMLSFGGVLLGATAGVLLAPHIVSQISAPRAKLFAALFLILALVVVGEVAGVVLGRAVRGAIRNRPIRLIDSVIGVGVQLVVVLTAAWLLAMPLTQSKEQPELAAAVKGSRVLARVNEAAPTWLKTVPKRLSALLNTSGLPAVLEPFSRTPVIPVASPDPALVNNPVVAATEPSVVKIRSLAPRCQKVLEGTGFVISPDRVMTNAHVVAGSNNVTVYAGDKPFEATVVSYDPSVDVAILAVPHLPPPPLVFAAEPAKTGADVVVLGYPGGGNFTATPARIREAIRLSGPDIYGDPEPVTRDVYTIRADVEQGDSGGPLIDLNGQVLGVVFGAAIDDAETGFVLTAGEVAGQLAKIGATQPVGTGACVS
Anthrax LF inh2: Bacillus anthracis LF protease inhibitors, primary screen, biochemical, multiplex microsphere, MLPCN library | multiplex microsphere protease cleavage assay | inhibition, % at 10 µM | Lethal factor (Bacillus anthracis), P15917 | 360,000 tested, 0.12% active; in the data active = inhibition above about 30%; note: plate controls were buffer without enzyme for full effect and enzyme alone for no effect
DUSP3 inh: VHR1 phosphatase inhibitors, primary screen, biochemical, absorbance, uHTS; Dual specificity protein phosphatase 3 (Homo sapiens), P51452; recombinant VHR phosphatase, pNPP absorbance; inhibition, % at 13.3 µM; 290,000 tested, 0.52% active; in the data active = inhibition above about 50%; note: some compounds called inactive have numbers as strong as hits
Target sequence (P51452 whole entry, looked up): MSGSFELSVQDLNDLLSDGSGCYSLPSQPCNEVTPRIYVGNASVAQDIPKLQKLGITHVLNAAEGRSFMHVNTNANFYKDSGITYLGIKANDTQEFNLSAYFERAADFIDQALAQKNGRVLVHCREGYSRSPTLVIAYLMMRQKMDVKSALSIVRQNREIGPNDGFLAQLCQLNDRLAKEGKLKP
PfHsp40 yeast: rescue of yeast from PfHsp40 toxicity, primary screen, S. cerevisiae, ATP luminescence; S. cerevisiae expressing PfHsp40, growth rescue; growth rescue, % at 12.5 µM; 340,000 tested, 0.68% active; AID 504582, 2011; in the data active = growth rescue above about 28%, passing the limit was not always enough;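 note: yeast W303a lacking pdr1 and pdr3 grown in galactose medium; growth measured after three days at 30 °C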
SARS 3CLpro inh: SARS-CoV 3CLpro protease inhibitors, primary screen, biochemical, quenched FRET; recombinant SARS-CoV 3CLpro, quenched FRET peptide cleavage; inhibition, % at 6 µM; 290,000 tested, 0.14% active; AID 1706, 2009; in the data active = inhibition above about 12%
Vc quorum ag: inducers of Vibrio cholerae quorum light production without autoinducers, primary screen, BH1578 luxS cqsA deficient, single point. AID 588436, 2011. activation, % at 18.7 µM. 350,000 tested, 0.16% active. V. cholerae BH1578 lux reporter, luminescence, 6 h; in the data active = activation mostly above about 9.7%, no sharp cut-off; note: not every result past the cut was called active; inactives centre near 0; reference of the scale not given here
TcdB GH inh: TcdB glycohydrolase inhibitors, primary screen, biochemical, single point, plate reader; Toxin B (Clostridioides difficile), P18177; TcdB glycohydrolase enzymatic assay; inhibition, % at 9.99 µM; 350,000 tested, 0.24% active; in the data active = inhibition above about 10%
Yp Topo-I inh: Yersinia pestis topoisomerase I inhibitors, primary screen, biochemical, cleavage product accumulation, plate reader, single point; DNA topoisomerase I (Yersinia pestis CO92); Y. pestis Topo-I cleavage product accumulation; activity, % at 10 µM; 360,000 tested, 0.064% active; AID 504884, 2011; in the data active = activity above about 50%, passing the limit was not always enough; note: inactives centre near 2
PriA SSB inh: inhibitors of Klebsiella pneumoniae PriA binding to SSB C-terminal tail, primary screen, biochemical, AlphaScreen; 430,000 tested, 0.6% active; inhibition, % at 33 µM; AID 1272365, 2023; AlphaScreen SSBct-PriA binding, biotinylated peptide; in the data active = inhibition mostly above about 37%, no sharp cut-off; inactive = mostly below about 20%;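 note: plate controls were negative control peptide for no effect and reference peptide for full effect; strong numbers were not always called active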
MazEF act: activators of E. coli MazEF toxin-antitoxin RNase, primary screen, biochemical, fluorescence, uHTS; activation, % at 20 µM; FAM/BHQ RNA-DNA oligo cleavage fluorescence, 5 h; 350,000 tested, 0.32% active; in the data active = activation above about 50%
Target sequence (P0AE70 whole entry, looked up): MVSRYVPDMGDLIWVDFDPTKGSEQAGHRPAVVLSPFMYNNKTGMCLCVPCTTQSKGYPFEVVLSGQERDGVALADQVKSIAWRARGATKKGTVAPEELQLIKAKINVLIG
Starred values were filed as active, the others as inactive; i = inactive; · = not tested or not shown; & = joins results of further samples. This is a subset (hit frequency here may not be typical).

Values run as follows: Rv3671c inh, Anthrax LF inh2, DUSP3 inh, PfHsp40 yeast, SARS 3CLpro inh, Vc quorum ag, TcdB GH inh, Yp Topo-I inh, PriA SSB inh, MazEF act
> CCSc1nnc(Nc2ccccc2)s1
→ -3, -1, 10, 0.4, -2, i, ·, 5, -7, -1
> COc1ccc2c(c1)C(SCC(=O)NCCc1ccccc1)CC(C)(C)O2 (stereo not drawn)
→ -2, -11, -7, -0.1, 4, -0.2, 1.9, 17, 4, -15
> COc1ccc2[nH]c(=O)c(CN(C)C(=O)c3cccs3)cc2c1
→ -2, -7, 9, -0.6, 2, -2.8, 1.6, 9, 0, -20
> Nc1ccc(Cl)cc1C(=O)OCC(=O)NC1CCS(=O)(=O)C1 (stereo not drawn)
→ -5, -2, 5, 1.1, -5, -0.4, 0.7, 11, 4, 2
> CCOc1ccccc1CNc1ccc(N2CCOCC2)c(C(=O)O)c1
→ -4, -3, 12, 0.7, 0, -0.6, -2.2, 7, -19, 2
> CC1Oc2ccccc2N(CC(=O)N2CCCC2)C1=O (stereo not drawn)
→ -7, 3, 49, 0.4, -2, -0.3, 0.7, 1, -14, 1
> OCC1(Cc2ccccc2Cl)CCN(C/C=C/c2ccccc2)CC1
→ 4, 0, 6, 0.2, 4, i, 0.2, 12, -1, 11
> COc1ccc2nc(SCC(=O)NC3CCCC3)c(C)cc2c1
→ -2, -3, 34, 6.1, 0, -0.2, 1.2, 19, 2, 0
> CS(=O)(=O)c1ccc2nc(NC(=O)CS(=O)(=O)Cc3ccccc3)sc2c1
→ -2, -2, 28, 0.3, 3, i, -0.5, -10, -6, 5
> O=C(CC1(C(F)(F)F)OCCO1)Nc1ccc2c(c1)OCO2
→ 3, -5, 22, 0.7, 0, -6.7, ·, 3, -9, -1
> CCOC(=O)C1=C(C)NC2=C(C(=O)CCC2)C1c1ccc(O)c(OCC)c1 (stereo not drawn)
→ 1, -1, -8, 0.5, -5, -0.1, ·, 8, 4, -1
> Cc1ccc2nc(N/N=C/c3ccccc3C#N)nc(-c3ccccc3)c2c1
→ -12, -3, 4, 4.5, 2, -3.2, 0.9, 8, ·, 17
> Cc1ccc(OCC(=O)N2CCC(Cc3ccccc3)CC2)c([N+](=O)[O-])n1
→ 6, -6, ·, 5.0, ·, 0.6, -0.1, -17, 9, 2
> COc1ccc(/C=C2\SC(=N)N(c3ccc(F)cc3)C2=O)cc1OC
→ -2, 4, 8, -0.6, 1, -0.4, 0.5, 21, -3, 12
> Cc1ccc(-c2cnc(NCc3cc4c(cc3[N+](=O)[O-])OCO4)n2C)cc1C
→ 5, -2, 15, -0.7, 0, -1.1, 0.6, 2, 15, 20
> N=c1oc2ccccc2cc1C(=O)NCc1ccccc1
→ -5, 2, -2, 1.2, 3, -0.3, 1.1, 3, 4, 4
> Cn1c(CCNC(=O)c2ccco2)nc2cc(NC(=O)C3CCCCC3)ccc21
→ -3, -16, 30, -0.6, -2, -0.6, ·, 5, -5, 2
> CCCN(CCC)Cc1c(C(=O)N/N=C/C(C)=C\c2ccco2)nnn1-c1nonc1N
→ 4, 1, -5, 0.0, -3, -0.3, 0.9, 14, ·, 5
> CC1CCc2c(nc3ncnn3c2N2CC(C)OC(C)C2)C1 (stereo not drawn)
→ 0, 0, -12, -0.9, -1, i, ·, -2, -6, 5
> CC1(C)CC(=O)C(C=Nc2ccccc2)=C(O)C1
→ 8, -4, -5, 0.4, 0, 0.2, ·, -3, -6, 2

The list goes on:
Values run as follows: Rv3671c inh, Anthrax LF inh2, DUSP3 inh, PfHsp40 yeast, SARS 3CLpro inh, Vc quorum ag, TcdB GH inh, Yp Topo-I inh, PriA SSB inh, MazEF act
> COc1ccc(NS(=O)(=O)c2ccc(OCC(=O)N3CCN(C)CC3)cc2)cc1Cl
→ -2, -3, 9, -0.1, -3, -0.4, 1.2, -3, -6, 4
> CCC(=O)Nc1ccc(NC(=O)c2ccco2)cc1
→ -1, -3, 18, -0.1, 1, -7.1, -0.1, -7, 2, -13
> C=CCn1c(=O)c2ccccc2n2c(SCC(=O)/C(C#N)=C(\C)N)nnc12
→ 1, 0&-1, 2, 1.0&-0.7, 2, i, 1.8, 0&-11, 3, 12&3
> COc1ccc(S(=O)(=O)N2CCCCC2)cc1NC(=O)CCNC(=O)c1ccc(Br)cc1
→ 2, -1, ·, 0.1, ·, -1.4, -1.6, 35, -6, 3
> Cc1ccc(N=Nc2c(N)nn(-c3ccccc3)c2N)cc1
→ 5, -2, 3, -0.5, -1, -0.3, 1.9, 0, 24, -2
> CCCc1nnc(NC(=O)c2cc3ccccc3oc2=O)s1
→ 9, -2, 44, -1.5, 7, i, ·, -7, -3, 5
> Cc1ccc(CSc2nnc(NC(=O)C3COc4ccccc4O3)s2)cc1 (stereo not drawn)
→ -11, -6, -5, -0.4, 7, i, ·, 37, -5, -10
> Cc1ccc(S(=O)(=O)NC(=O)N(C)C2CCCCC2)cc1
→ 5, ·, 10, ·, 0, -0.6, 0.3, -11, -8, 5
> CCC(=O)Nc1nc(-c2ccccc2)nc(SC)c1C(C)=O
→ 1, 8, -3, 1.9, 2, i, -0.1, 7, -13, -2
> Cc1cnc(Sc2ncccc2[N+](=O)[O-])nc1
→ -6, 2, ·, 0.7, -4, -1.7, ·, 5, -15, -6
> CN(C)CC(=O)c1c[nH]c2ccccc12
→ 13, 6, 12, -0.3, -1, -0.6, ·, -5, -21, -2
> CSc1ccccc1OCc1cc(C(=O)N(C)Cc2cnccn2)no1
→ -1, 0, -4, -0.9, 14*, -1.2, 0.6, 5, -1, 1
> CN(C)c1ccc(Cc2cc3c(O)ccc(O)c3cc(Cc3ccc(N(C)C)cc3)c2=O)cc1
→ ·, -40, ·, -0.9, ·, -1.0, 1.0, -15, 14, -21
> COC(=O)c1nn(-c2ccc(OC)cc2)c(=O)cc1NN
→ -20, -3, 24, 1.0, -1, i, 1.5, 8, -15, 9
> O=C(N/N=C/c1cc(Cl)cc([N+](=O)[O-])c1O)NC12CC3CC(CC(C3)C1)C2
→ 12, 0, -2, 0.1, 3, -0.3, 0.6, 8, ·, -12
> O=c1cc(CN2CCN(Cc3ccccc3)CC2)c2ccc(O)cc2o1
→ -3, 3, -9, 0.8, -1, 4.5, -0.2, 4, -6, 6
> O=C1COC(c2ccccc2O)=NN1CCCl
→ ·, -9, ·, ·, ·, i, 2.4, -3, ·, 5
> O=C(NC1=NCCS1)C1Cc2ccccc2CN1C(=O)c1ccccc1 (stereo not drawn)
→ 6, 1, 18, 1.0, -2, 1.4, ·, -1, -18, 1
> CN1CCC(N(C)C(=O)c2cc(=O)c3ccccc3o2)CC1
→ -1, 0, 19, -0.1, 0, -1.4, 1.1, 5, -1, 7
> Cc1cc(NS(=O)(=O)c2ccc(NC(=S)NC(=O)c3ccc(Br)cc3)cc2)no1
→ -13, 4, -2, -0.1, 5, -0.2, 4.0, 16, -5, -24

A section from further up, as a working copy:
Values run as follows: Rv3671c inh, Anthrax LF inh2, DUSP3 inh, PfHsp40 yeast, SARS 3CLpro inh, Vc quorum ag, TcdB GH inh, Yp Topo-I inh, PriA SSB inh, MazEF act
> CCSc1nnc(Nc2ccccc2)s1
→ -3, -1, 10, 0.4, -2, i, ·, 5, -7, -1
> COc1ccc2c(c1)C(SCC(=O)NCCc1ccccc1)CC(C)(C)O2 (stereo not drawn)
→ -2, -11, -7, -0.1, 4, -0.2, 1.9, 17, 4, -15
> COc1ccc2[nH]c(=O)c(CN(C)C(=O)c3cccs3)cc2c1
→ -2, -7, 9, -0.6, 2, -2.8, 1.6, 9, 0, -20
> Nc1ccc(Cl)cc1C(=O)OCC(=O)NC1CCS(=O)(=O)C1 (stereo not drawn)
→ -5, -2, 5, 1.1, -5, -0.4, 0.7, 11, 4, 2
> CCOc1ccccc1CNc1ccc(N2CCOCC2)c(C(=O)O)c1
→ -4, -3, 12, 0.7, 0, -0.6, -2.2, 7, -19, 2
> CC1Oc2ccccc2N(CC(=O)N2CCCC2)C1=O (stereo not drawn)
→ -7, 3, 49, 0.4, -2, -0.3, 0.7, 1, -14, 1
> OCC1(Cc2ccccc2Cl)CCN(C/C=C/c2ccccc2)CC1
→ 4, 0, 6, 0.2, 4, i, 0.2, 12, -1, 11
> COc1ccc2nc(SCC(=O)NC3CCCC3)c(C)cc2c1
→ -2, -3, 34, 6.1, 0, -0.2, 1.2, 19, 2, 0
> CS(=O)(=O)c1ccc2nc(NC(=O)CS(=O)(=O)Cc3ccccc3)sc2c1
→ -2, -2, 28, 0.3, 3, i, -0.5, -10, -6, 5
> O=C(CC1(C(F)(F)F)OCCO1)Nc1ccc2c(c1)OCO2
→ 3, -5, 22, 0.7, 0, -6.7, ·, 3, -9, -1

(list continues)
Values run as follows: Rv3671c inh, Anthrax LF inh2, DUSP3 inh, PfHsp40 yeast, SARS 3CLpro inh, Vc quorum ag, TcdB GH inh, Yp Topo-I inh, PriA SSB inh, MazEF act
> CCOc1ccc(NC(=O)CCNS(=O)(=O)c2ccc3c(c2)CCC(=O)N3)cc1
→ 3, -2, -6, -0.4, -6, i, -0.2, -2, 1, 5
> Cc1ccc(N(CC(=O)NC2CCCC2)C(=O)CCC(=O)Nc2ccccn2)cc1C
→ 6, -3, 0, -1.1, 4, -0.3, 0.2, 3, 0, 2
> O=C(NCCO)N1c2ccccc2Sc2ccccc21
→ -1, ·, -28, 1.0, 1, -1.2, 0.7, -2, -7, 9
> Cc1ccc(NC(=S)NCc2ccc3c(c2)cc(C)n3C)c(C)c1
→ -7, -75, 6, 8.9, 5, 0.6, 3.1, 4, 3, 4
> CCN(CC)C(=O)CSc1nc2cccnc2n1-c1ccccc1OC
→ 1, -5, 32, -1.0, 4, i, ·, 6, -27, 4
> CCC(=O)Nc1ccc(NC(=O)CSc2nnc(-c3ccc(O)cc3)n2CC2CCCO2)cc1 (stereo not drawn)
→ 5, 6, -1, 0.5, 3, -0.1, 1.1, 4, -7, 2
> CC(CCc1ccccn1)C(=O)c1ccccc1 (stereo not drawn)
→ ·, 2, ·, 0.3, ·, i, 0.6, -1, -11, 5
> CC(=O)N(C)CC#CCN1CCCC(CO)C1 (stereo not drawn)
→ -9, 0, ·, -0.6, ·, -0.3, 2.0, -4, -10, 7
> O=S(=O)(c1ccc(S(=O)(=O)N2CCC3(CC2)OCCO3)cc1)N1CCCC1
→ 4, -3, 21, -0.2, 2, i, 0.2, -8, -2, 8
> O=C(O)CCCC(=O)N1CCCC1
→ -3, 3, 16, -0.5, 0, 0.0, 1.4, -4, -13, 2
> Cc1cc2c(cc(C(=O)OC(C(=O)NCc3ccco3)C(C)C)n2C)o1 (stereo not drawn)
→ -17, -3, -2, 0.8, -2, -0.2, 1.1, 5, 18, 1
> CN(Cc1ccccc1)C(=O)c1ccc2sc([C@H]3C[C@H](O)[C@@H](CO)O3)nc2c1
→ ·, 3, ·, ·, ·, -0.3, -1.4, -3, ·, ·
> O=C1NC(=O)C(CCc2ccncc2)(CCc2ccccn2)C(=O)N1c1ccc(Br)cc1 (stereo not drawn)
→ 2, -6, 13, -0.8, 3, -0.5, 0.3, 4, -10, 3
> CCSc1nc(C)cc(Oc2ccc(=O)n(C)n2)n1
→ -7, 10, -5, 0.6, 0, 1.3, ·, 6, -11, 13
> CCn1c(SCC(=O)Nc2cc(C)ccc2C)nc2c(c1=O)SC(C)C2 (stereo not drawn)
→ -6, -15, 12, 2.5, -2, -0.2, -1.8, 13, -14, 0
> Cc1ccc(NC(=O)C(=O)NCC2CCCO2)cc1C (stereo not drawn)
→ 1, -6, 17, 1.1, 4, i, -2.2, -3, -5, -10
> CN(C)c1ccc(/C=N/NC(=O)c2cccc(C(=O)N/N=C/c3ccc(N(C)C)cc3)n2)cc1
→ 5, -2, 13, 0.9, -5, 0.1, 0.6, -7, ·, -79
